Bioassay records (PubChem)
Apoferritin bind = binds horse apoferritin like a general anesthetic; P02791; apoferritin/1-aminoanthracene competitive binding, fluorescence; Potency, µM (series often up to 77.5 µM), without a hit: at the highest dose activity change, negative = displacement, most hits filed as inhibitors; hit rate 0.074% among 350,000; AID 485281; also: potency is read from the fitted curve at half-maximal effect; % is scaled to controls: 0 for no effect and ±100 for the full control effect; nearly all actives have a fitted effect of over 20% in size
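Horse-spleen apoferritin (10 uM) was mixed with 50% saturated 1-aminoanthracene in PBS, exposed to compounds for 10 min at room temperature, and read for fluorescence (ex 380 nm, em 535 nm). Competitive displacement was fitted with a four-parameter Hill equation.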
LDHA block = LDHA (human) enzyme inhibition; purified LDHA, NADH/diaphorase-resazurin fluorescence; hits give low values; activity change, % (values are at about 110 or 230 µM); hit rate 0.15% among 480,000; in the data active = activity change below about -30%; inconclusive = mostly about -25% to -30%;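 also: plate controls were DMSO wells for no effect and wells without enzyme for full effect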
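Enzyme activity of human lactate dehydrogenase 5 (2 nM; 0.06 mM NADH, 0.2 mM pyruvate, 5 min, RT) is measured via a resazurin/diaphorase fluorescence readout of residual NADH.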
RGS4 inh = inhibitors of human regulator of G protein signaling 4; P49798; Transcreener GDP fluorescence polarization, RGS4-accelerated GTP hydrolysis; Potency, µM (titrated, usually from 114 µM), for the others: top-dose activity change, negative = inhibition, actives largely listed as inhibitors; hit rate 0.039% among 390,000; also: potency is read from the fitted curve at half-maximal effect; % is scaled to controls: 0 for no effect and ±100 for the full control effect; nearly all actives have a fitted effect of over 75% in size; some results filed as inactive show a strong effect at the top dose
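MLSMR compounds (23 nl, pin-transferred) preincubated 10 min at room temperature with a 500nM (2x) first reagent, then RGS4 at 900nM (2x) plus Transcreener GDP mix added; fluorescence polarization (620/688 nm) read before and after 90 min at 30 °C.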
ALOX12 inh = ALOX12 (human) lipoxygenase inhibition; P18054; purified 12hLO, xylenol orange hydroperoxide absorbance; Potency, µM (top dose mostly 108 µM), for the others: at the highest dose activity change, negative = inhibition, actives largely listed as inhibitors; hit rate 1.1% among 580,000; also: potency is read from the fitted curve at half-maximal effect; % is scaled to controls: 0 for no effect and ±100 for the full control effect
Target sequence (P18054 whole entry, looked up): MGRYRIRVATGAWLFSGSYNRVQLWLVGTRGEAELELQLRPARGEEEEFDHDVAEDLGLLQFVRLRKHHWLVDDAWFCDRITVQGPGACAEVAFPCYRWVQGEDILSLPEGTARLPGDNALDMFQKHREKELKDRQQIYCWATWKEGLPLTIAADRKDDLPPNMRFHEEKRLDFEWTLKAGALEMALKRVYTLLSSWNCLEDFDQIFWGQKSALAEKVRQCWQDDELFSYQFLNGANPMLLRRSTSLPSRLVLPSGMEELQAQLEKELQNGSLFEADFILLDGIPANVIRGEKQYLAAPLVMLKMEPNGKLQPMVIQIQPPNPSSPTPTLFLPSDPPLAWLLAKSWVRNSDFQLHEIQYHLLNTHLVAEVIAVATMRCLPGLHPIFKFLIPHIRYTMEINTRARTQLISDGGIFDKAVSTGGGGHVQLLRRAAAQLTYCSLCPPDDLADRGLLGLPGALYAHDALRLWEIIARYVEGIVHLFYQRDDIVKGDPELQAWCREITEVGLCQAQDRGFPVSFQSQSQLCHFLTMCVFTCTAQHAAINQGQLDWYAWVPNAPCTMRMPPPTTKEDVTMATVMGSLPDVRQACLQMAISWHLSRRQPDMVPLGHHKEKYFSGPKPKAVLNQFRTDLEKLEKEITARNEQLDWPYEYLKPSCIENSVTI
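Purified human 12hLO at 150 nM in 25 mM Hepes, 0.01% Triton X-100, pH 7.0, preincubated 15 min at room temperature with compound. Reaction started with 40 uM arachidonic acid, 30 min at room temperature. Hydroperoxide measured by Fe-xylenol orange, 573/405 nm absorbance ratio.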
POLB inh = blocks human DNA polymerase beta activity. Pol beta primer extension/strand displacement, fluorescence kinetic. Potency, µM (doses to about 114 µM), for inactives: top-dose activity change, negative = inhibition, most hits filed as inhibitors. hit rate 1.3% among 340,000. AID 485314; also: potency is read from the fitted curve at half-maximal effect; % is scaled to controls: 0 for no effect and ±100 for the full control effect
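Pol beta (10 nM) was preincubated with compound for 15 min at room temperature. The reaction was then started with 50 nM substrate and read immediately and after a further 10 min at room temperature.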
ERG Ets-DNA blk = ERG Ets/DNA interaction inhibition. fluorescence polarization, His-ERG Ets domain / labelled DNA. AID 624246. Potency, µM (titrated, usually from 76.9 µM), without a hit: at the top dose FP activity, negative = inhibition, hits mostly inhibitors. hit rate 0.028% among 370,000; active = well fitted inhibition curve with a large enough effect in the polarisation, with a control signal flat; inconclusive = small, poorly fitted or top-dose-only effect, or effect the other way, or a change in a side signal; inactive = no such curve, though single readings can be large or run the other way; the % refers to the polarisation;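 also: polarization taken with two DNA probes labelled with fluorescein and Texas red; potency is read from the fitted curve at half-maximal effect; % of control where 0% means no effect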
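His-tagged ERG Ets domain (1 uM in the protein solution; 300mM KCl, 50mM Tris-HCl, 1mM EDTA, 1mM DTT, pH 7.5) received compound, then a probe mix of 5 nM fluorescein-DNA and 100nM Texas-615-DNA. Fluorescence polarization was read for both dyes.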
POLH inh = DNA polymerase eta (human) inhibition; Q9Y253; recombinant Pol eta, fluorescent DNA replication assay; Potency, µM (top dose mostly 114 µM), for inactives: at the top dose activity change, negative = inhibition, usual class: inhibitors; hit rate 1.2% among 390,000; also: potency is read from the fitted curve at half-maximal effect; % is scaled to controls: 0 for no effect and ±100 for the full control effect
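Fluorescent replication assay: 50 nM final substrate added after a 15 min room-temperature compound preincubation with 10 nM enzyme. Signal taken at 0 min and again at 10 min.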
POLK inh = inhibitors of human DNA polymerase kappa. purified Pol kappa, fluorescent DNA synthesis assay, 10 min. Potency, µM (series often up to 107 µM), for inactives: at the highest dose activity, negative = inhibition, most hits filed as inhibitors. hit rate 0.53% among 400,000. Q9UBT6; also: potency is read from the fitted curve at half-maximal effect; % is scaled to controls: 0 for no effect and ±100 for the full control effect
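10 nM Pol kappa preincubated 15 min at room temperature with compounds, then reaction started with substrate at 50 nM final. Fluorescence read kinetically at 0 and 10 min; buffer-only wells served as negative control.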
APE1 inh = blocks human APE1 abasic DNA cleavage; recombinant APE1, TAMRA/BHQ-2 abasic DNA cleavage fluorescence; Potency, µM (series often up to 65.8 µM), without a hit: at the top dose activity change, negative = inhibition, hits mostly inhibitors; P27695; hit rate 0.35% among 350,000; AID 2517;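 also: potency is read from the fitted curve at half-maximal effect; plate controls were vehicle for no effect and reference inhibitor for full effect; nearly all actives have a fitted effect of over 55% in size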
Target sequence (P27695 whole entry, looked up): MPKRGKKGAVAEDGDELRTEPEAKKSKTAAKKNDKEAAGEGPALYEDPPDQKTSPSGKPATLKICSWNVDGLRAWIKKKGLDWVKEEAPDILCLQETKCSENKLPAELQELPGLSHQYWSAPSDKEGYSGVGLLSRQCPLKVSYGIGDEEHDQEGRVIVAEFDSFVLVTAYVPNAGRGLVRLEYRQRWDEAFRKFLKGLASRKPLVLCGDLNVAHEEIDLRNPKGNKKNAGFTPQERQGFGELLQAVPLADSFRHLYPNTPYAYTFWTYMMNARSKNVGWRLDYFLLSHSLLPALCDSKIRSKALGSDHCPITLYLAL
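0.75 nM APE1 + cpd, 15 min RT; start w/ 50 nM TAMRA/BHQ-2 THF-abasic dsDNA; kinetic fluor 525/598 nm ×3 reads @60 s; Δ(read3−read1); normalized to DMSO and NSC13755 control wells.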
The depositor's hits bear a star; ? = inconclusive; nt = not tested or not shown; & = joins results of further samples; [ ] = another dose, or the depositor's remark. Unless noted, calls follow the shape of the dose curve; as a rule, active = well fitted curve in the direction sought with a large enough effect; inconclusive = small, poorly fitted or top-dose-only effect, or another doubt; inactive = no such curve, though single readings can be large; an effect the other way counts as inactive or inconclusive.

SMILES	Apoferritin bind	LDHA block	RGS4 inh	ALOX12 inh	POLB inh	ERG Ets-DNA blk	POLH inh	POLK inh	APE1 inh
CCc1c(C)nc2cc(-c3cc(OC)cc(OC)c3)nn2c1N1CCN(CCN2CCOCC2)CC1	3%	-8	-41%	76%[activator]	36%	-1%	0%	-2%	0%
CCCCN(Cc1cc2cc(OC)ccc2[nH]c1=O)C(=O)COc1ccccc1	nt	-9	-8%[11.4 µM]	0%	nt	1%	-7%	-3%	nt
CC(=O)c1ccc(NC(=O)CSc2nnc(NC(=O)c3ccco3)s2)cc1	1%	-10	7%	nt	-3%	6%	-15%	-5%	19%
Cc1cccc(-c2nc(CCNC(=O)COc3ccccc3)cs2)c1	-7%	5	-22%	0%	4%	1%	-3%	-6%[60.1 µM]	nt
CCOC(=O)c1nnc(-c2ccccc2)nc1NCc1ccccc1	?	-13	-13%	-7%	17%	-10%	-15%	-8%	-7%
Cc1ccc(C2=NN(C(=O)CCl)C(c3ccco3)C2)o1 (centres undefined)	5%	8	?	?	51%	14%	-15%	-3%	15%
O=C(CN1CCN(S(=O)(=O)c2cccc(F)c2)CC1)Nc1ccnn1C1CCCC1	nt	1	6%	16%	nt	2%	-6%	12%	-8%
Cc1cc(C)n(CCC(=O)Nc2ccc(-c3ccno3)cc2)n1	-3%	-6	28%	-1%	14%	-3%	-23%	-7%	-12%
O=C1NC(=S)S/C1=C/c1ccc(OC(=O)c2ccco2)cc1	28%	-4	-24%	?	?	30%[activator]	?	-2%	-5%
CC(CN1CCCC1)C(=O)NN (centres undefined)	0%	9	-5%	35%[activator]	13%	3%	-27%	13%	-10%
Cc1ccc(CC(=O)Nc2ccccc2N2CCOCC2)cc1C	?	5	-16%	0%	0%	1%	-16%	-4%	6%
Cc1ccc(NC(=O)NCCN2CCCCC2)cc1Cl	-2%	0	12%	?	-3%	-4%	-18%	4%	16%
COc1ccc(NC(=O)COc2ccc(C(=O)c3ccc(F)cc3)cc2)cc1S(N)(=O)=O	-9%	-1	-9%	-11%	-29%	-21%	-15%	-14%	12%
Cc1cccc(C(=O)OCC(=O)N2CC(C)CC(C)C2)c1C (centres undefined)	nt	-1	-16%	-4%	nt	-8%	-18%	-24%	-7%
CCN(CC)CCn1c2c(c(SCC(=O)Nc3nc4ccc(C)cc4s3)nc1=O)CCC2	nt	2	-5%	-24%	nt	9%	?	-5%	0%
COc1ccc(-c2oc(NC(=O)CSc3ncn[nH]3)c(C#N)c2-c2ccc(OC)cc2)cc1	?	2	-47%	-23%	-5%	-3%	-19%	-12%	-6%
COc1cc(CNC(=O)c2ccc3oc(C(C)C)nc3c2)cc(OC)c1	-7%	2	14%	0%	4%	1%	-4%	-10%	-19%
COCCN(C(=O)c1csnn1)C(C(=O)NC1CCCCC1)c1ccccc1 (centres undefined)	-10%	-17	2%	19%	48%	0%	-6%	-7%	-10%
COc1cccc(/C=N/NC(=O)CCc2c(C)n[nH]c2C)c1	-4%	-3	32%	18%	16%	-8%	2%	-10%	-1%
CCCCN1CC(COCc2ccccc2)Oc2cccc(Oc3ccc(OC)cc3)c2S1(=O)=O (centres undefined)	nt	0	14%	1%	nt	1%	-18%	-12%	nt
COc1ccc(C(CNC(=O)c2ccco2)N2CCOCC2)cc1 (centres undefined)	nt	-10	4%	1%	nt	-6%	?	-10%	6%
COC(=O)c1cc(OC)c(OC)cc1NC(=O)CSCc1c(C)noc1C	nt	-2	-14%	27%	nt	-16%	-13%	1%	7%
COc1ccc([N+](=O)[O-])cc1NC(=O)COC(=O)Cn1cnc2ccccc2c1=O	nt	3	-8%	?	nt	8%	-11%	11%	8%
Cc1ccc(C(=O)Nc2ccccc2)cc1S(=O)(=O)Nc1ccc(Cl)cn1	-4%	0	-12%	-10%	3%	9%	-12%	-3%	18%
Cc1ccc(NC(=O)c2ccc([N+](=O)[O-])cc2)cc1S(=O)(=O)N(C)C	-9%	-8	11%	-25%	17%	-5%	-3%	-12%	12%
Cc1ccc(-n2ncc(C(=O)N3CCN(C(=O)c4ccco4)CC3)c2-n2cccc2)cc1	-10%	0	10%	-10%	10%	0%	-2%	3%	6%
O=C(c1ccccc1)c1cnc2ccc(Cl)cc2c1N1CCOCC1	-8%	-6	4%	192%[activator]	-21%	1%	4%	-23%	-3%
COC(C)(C)[C@@H](O)COc1c2ccoc2cc2oc(=O)ccc12	nt	-1	5%	11%	nt	4%	-15%	-5%	-3%
Cc1ccc(NC(=O)c2cc(S(=O)(=O)NCCC3=CCCCC3)ccc2F)cc1	?	0	8%	-20%	-12%	-22%	-21%	-10%	5%
COc1ccc([C@@]23Oc4cc(OC)cc(OC)c4[C@]2(O)[C@H](O)[C@H](C(=O)N(C)C)[C@H]3c2ccccc2)cc1	nt	-3	-3%	16%	nt	nt	2%	-5%	nt
CCN1CCN(C(=O)C2CCN(S(=O)(=O)c3cc(Cl)ccc3Cl)CC2)CC1	3%	-3	-1%	0%	1%	-1%	-12%	-2%	14%
CCc1nnc(NC(=O)CCN2C(=O)/C(=C/c3cc(OC)c(OC)c(OC)c3)SC2=S)s1	2%	2	-23%	-1%	24%	12%	-11%	2%	53%[activator]
Cc1ccccc1-c1nc(CS(=O)CC(=O)NC(C)CCc2ccccc2)c(C)o1 (centres undefined)	-13%	-1	-25%[56.9 µM]	nt	-19%	1%	-18%	11%	69%[activator]
CCS(=O)(=O)N1CC(=O)N(c2ccc(C)c(C)c2)C(C)(C(=O)NC2CCCCC2)C1 (centres undefined)	3%	-3	-25%	-5%	-2%	-3%	1%	3%	nt
O=C(NCc1ccccn1)c1cccc(S(=O)(=O)N2CCc3ccccc32)c1	nt	-4	-9%	-4%	nt	-15%	-13%	-10%	22%
COc1ccc2c(c1)CCC1=C2NC(=S)NC1c1ccc(N(C)C)cc1 (centres undefined)	0%	10	-10%	?	31%	-1%	-7%	-21%	-26%

Record cards (already shown). Values in the order: Apoferritin bind	LDHA block	RGS4 inh	ALOX12 inh	POLB inh	ERG Ets-DNA blk	POLH inh	POLK inh	APE1 inh
`COCCN(C(=O)c1csnn1)C(C(=O)NC1CCCCC1)c1ccccc1` (centres undefined) as listed: -10%	-17	2%	19%	48%	0%	-6%	-7%	-10%
`CCc1c(C)nc2cc(-c3cc(OC)cc(OC)c3)nn2c1N1CCN(CCN2CCOCC2)CC1` as listed: 3%	-8	-41%	76%[activator]	36%	-1%	0%	-2%	0%
`CCN(CC)CCn1c2c(c(SCC(=O)Nc3nc4ccc(C)cc4s3)nc1=O)CCC2` as listed: nt	2	-5%	-24%	nt	9%	?	-5%	0%
`COc1cccc(/C=N/NC(=O)CCc2c(C)n[nH]c2C)c1` as listed: -4%	-3	32%	18%	16%	-8%	2%	-10%	-1%
`Cc1ccccc1-c1nc(CS(=O)CC(=O)NC(C)CCc2ccccc2)c(C)o1` (centres undefined) as listed: -13%	-1	-25%[56.9 µM]	nt	-19%	1%	-18%	11%	69%[activator]

More records
SMILES	Apoferritin bind	LDHA block	RGS4 inh	ALOX12 inh	POLB inh	ERG Ets-DNA blk	POLH inh	POLK inh	APE1 inh
O=C(C1=C(O)C(=O)N(c2nccs2)C1c1ccccc1)c1cc2ccccc2o1 (centres undefined)	-6%	-5	-16%	?	-1%	15%	?	-17%	2%
Cc1nn(C)c(C)c1S(=O)(=O)N(CC(=O)NC1CCCCCC1)c1ccc(C(C)C)cc1	0%	-3	8%	3%[57.4 µM]	14%	13%	-5%	-5%	-4%
Cc1cnc(C(=O)OCC(=O)Nc2ccc(OCc3ccccc3)cc2)cn1	nt	-4	-34%	51%[activator]	nt	-17%	-14%	-15%	12%
CC(C)N(Cc1ccccc1)C(=O)Cn1ncc2c([nH]c3ccccc32)c1=O	-11%	-6	0%	-28%	-4%	0%	-13%	2%	nt
COc1cccc(Cn2cccc(NC(=O)NCc3ccccc3)c2=O)c1	?	0	3%	-13%	2%	6%	0%	-3%	42%
CCn1ncc(S(=O)(=O)Nc2cc(Cl)ccc2C)c1C	-20%	-6	41%	-4%	-1%	0%	9%	-3%	-11%
Cc1ccnc(N2CCC(C(=O)Nc3cccc(C(F)(F)F)c3)CC2)n1	-20%	-10	31%	?	-10%	1%	-18%	-13%	-5%
O=C(OCC(=O)N1CCN(C(=O)c2ccco2)CC1)c1cc(-c2ccccc2)nc2ccccc12	?	-5	-25%	-14%	7%	4%	-7%	-15%	-3%
CCc1cccc(NC(=O)C2CCCN(S(=O)(=O)c3cccs3)C2)c1 (centres undefined)	9%&42%	1&-2	?	4%&-17%	37%&-25%	5%&-1%	-16%&-10%	-29%&-21%	-26%
c1ccc(Cc2nn3c(Cn4nnc5ccccc54)nnc3s2)cc1	?	-6	?	56µM*	2%	0%	4%	-1%	1%
COc1cc(CN2CCN(CCCc3ccccc3)C(CCO)C2)cc(OC)c1O (centres undefined)	-1%	13	-20%	?	9%	3%	-20%	2%	16%

Some of the compounds tested (hit frequency here may not be typical).
